Bioassay records as filed in PubChem BioAssay.
CSM14.1 death rescue: protection against thapsigargin-triggered cell killing – 384-well, CSM14.1, ATP luminescence, primary screen (AID 1222); CSM14.1 thapsigargin-induced death rescue, ATP luminescence; higher % means a stronger effect; one-dose cellular ATP content (survival), % at 20 µM; EC50 in µM for titrated hits; 190,000 tested, under 10 active;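 active = EC50 below 50 µM in the dose-response confirmation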;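 note: death triggered by thapsigargin at about 15 µM added after 2 h compound pretreatment; cell ATP read after overnight thapsigargin exposure of roughly 18 to 22 hours; normalized against plate controls of thapsigargin alone and 5% DMSO vehicle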
West Nile antiviral: West Nile virus antiviral activity, cell-based, CPE readout (AID 1621). West Nile virus-infected cells, CPE inhibition; higher % means a stronger effect. CPE inhibition, % at 10 µM; hits with a dose series show IC50 in µM. hit rate 0.02% among 290,000; in the data active = a potency from the dose series; inconclusive = CPE inhibition mostly from about 3.7% at the one dose, without a potency; inactive = the rest, 99 in 100 with CPE inhibition below about 2.2%; note: strong numbers were not always called active
WT yeast gro inh: growth inhibition of WT yeast, mitochondrial fusion screen | inhibition, % at 10 µM | hit rate 2.1% among 190,000 | mitochondrial fusion phenotypic screen, WT strain; in the data active = inhibition above about 58%; tested in S. cerevisiae
Large T inhibition: TAg ATPase/helicase activity blockers – biochemical (AID 1903). one-dose inhibition, % at 20 µM; IC50 in µM for titrated hits. SV40 large T antigen ATPase/helicase inhibition assay; higher % means a stronger effect. hit rate 0.39% among 310,000; in the data active = a potency from the dose series; inconclusive = inhibition mostly from about 32% at the one dose, without a potency; inactive = the rest, 99 in 100 with inhibition below about 32%; note: strong numbers were not always called active
XIAP antagonists: small molecules displacing peptide from XIAP – biochemical, IAP family, fluorescence polarization (AID 1018); XIAP BIR domain, fluorescence polarization peptide displacement; higher % means a stronger effect; displacement, % at 20 µM, or IC50 in µM where a hit was titrated; hit rate 0.007% among 200,000; in the data active = displacement above about 50%; note: a part of the inactive calls stands beside numbers as strong as those of hits
UTI89 phage lysis: inhibition of K1F phage lysis, E. coli UTI89, bacterial capsule biogenesis inhibitors, alamar blue (AID 488966). E. coli UTI89 K1F phage lysis, alamar blue, 2 h; higher % means a stronger effect. one-dose inhibition, % at 100 µM; IC50 in µM for titrated hits. hit rate 0.02% among 340,000;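 active = phage lysis inhibition, versus mean bacterial control, above a set limit; inconclusive = no clear call, values can overlap the other calls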;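 note: capsule biogenesis inhibitors block K1F phage lysis so surviving cells raise fluorescence; higher fluorescence means more inhibition of phage lysis; actives were called in the ten point dose series up to 300 µM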
NS5 inhibitors: Dengue-2 NS5 methyltransferase inhibitors, primary screen, biochemical, confirmation dose response (AID 588689); hit rate 0.3% among 340,000; inhibition, % at 25 µM, or IC50 in µM where a hit was titrated; Dengue-2 NS5 methyltransferase capping enzyme assay, biochemical; higher % means a stronger effect; in the data active = a potency from the dose series; inconclusive = inhibition above about 29% without an active follow-up result
RSV antiviral HEp-2: inhibition of RSV-induced cytopathic effect – HEp-2 cells, primary 10 µM value included (AID 2391); HEp-2 cells, RSV-induced CPE inhibition; higher % means a stronger effect; CPE inhibition, % at 10 µM; hits with a dose series show IC50 in µM; hit rate 0.13% among 310,000; in the data active = a potency from the dose series; inconclusive = CPE inhibition mostly from about 23% at the one dose, without a potency; inactive = the rest, 99 in 100 with CPE inhibition below about 21%; note: strong numbers were not always called active
Yfh1-depleted yeast: mitochondrial function rescue without frataxin homolog – Friedreich's ataxia, plus single-dose screen, dose response (AID 1465) | one-dose fold induction at 50 µM; EC50 in µM for titrated hits | hit rate 0.074% among 220,000 | S. cerevisiae Yfh1-off respiration, WST-1 reduction, 72 h; higher fold induction means a stronger effect;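 active = fold induction of absorbance versus untreated yeast above a set limit, then at least 30% activation at any dose in follow-up; inconclusive = repeats straddling the limit, or above it without dose testing; inactive = fold induction below the set limit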;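 note: activators that raise dye reduction in frataxin-depleted yeast; strong numbers were not always called active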
WT yeast gro inh mutant strain: also measured in WT yeast gro inh; calls as there; inhibition, %; mitochondrial fusion phenotypic screen, mutant strain inhibition
NS5 inhibitors pilot replicate: second read-out of NS5 inhibitors, no call of its own (marks repeat the call); inhibition, %; measured here: pilot screen replicate inhibition
Starred values were filed as active, the others as inactive; i = inactive; ? = inconclusive; . = not tested or not shown; [ ] = dose if it differs, or a comment.

Sample of the layout, two compounds:
SMILES	CSM14.1 death rescue	West Nile antiviral	WT yeast gro inh	WT yeast gro inh mutant strain	Large T inhibition	XIAP antagonists	UTI89 phage lysis	NS5 inhibitors	RSV antiviral HEp-2	Yfh1-depleted yeast	others
COc1ccc(OCC(=O)NNC(=O)Nc2cccc(Cl)c2)cc1	.	0.1%	.	.	-8%	.	3.2%[50 µM]	-3%	0.8%	.
CSc1ccccc1NC(=O)Cc1ccc(Br)cc1	2.6%	0.1%	-11	-8	4%	-0.2%	1.7%	6%	0.5%	i

All compounds of this part, previewed entries included:
SMILES	CSM14.1 death rescue	West Nile antiviral	WT yeast gro inh	WT yeast gro inh mutant strain	Large T inhibition	XIAP antagonists	UTI89 phage lysis	NS5 inhibitors	RSV antiviral HEp-2	Yfh1-depleted yeast	others
COc1ccc(OCC(=O)NNC(=O)Nc2cccc(Cl)c2)cc1	.	0.1%	.	.	-8%	.	3.2%[50 µM]	-3%	0.8%	.
CSc1ccccc1NC(=O)Cc1ccc(Br)cc1	2.6%	0.1%	-11	-8	4%	-0.2%	1.7%	6%	0.5%	i
CCN(CC)CC(=O)Nc1ccc2c(c1)Nc1ccccc1CC2	0.1%	-0.7%	11	26	7%	-1.7%	7.2%	2%	-0.5%	i
NS(=O)(=O)c1ccc(NC(=S)N2CCN(C(=O)C3CCCO3)CC2)cc1 (stereo unspecified)	.	-0.1%	.	.	28%	.	0.0%	1%	0.5%	.
O=C(NCC(=O)N(CCN1CCOCC1)C(C(=O)NC1CCCC1)c1ccccc1)c1cccs1 (stereo unspecified)	0.0%	-0.6%	-3	-7	-9%	-8.6%	2.2%	5%	0.5%	i
CC(O)c1nc2ccc(Cc3ccc4nc(C(C)O)[nH]c4c3)cc2[nH]1 (stereo unspecified)	-2.2%	0.3%	0	8	-4%	-4.5%	-0.5%	-6%	-0.3%	i
O=[n+]1c2c(n([O-])c3cc(Br)ccc31)CCC2	-1.4%	0.2%	17	34	15%	-4.0%	0.3%	3%	0.3%	i
Cc1ccc(C(=O)/C=C/Nc2cccc([N+](=O)[O-])c2)o1	-2.2%	0.0%	8	-11	28%	-3.1%	2.9%	-3%	0.8%	i
O=C(CSc1nnc(NC(=O)c2c(F)cccc2F)s1)NC1CC1	.	0.2%	.	.	7%	.	0.7%	3%	0.7%	.
Cn1c2c(c(=O)n(C)c1=O)CN(Cc1ccc(F)cc1)CN2	-0.5%	-0.3%	-7	-12	15%	-1.7%	0.6%	5%	0.2%	i
Cc1ccc(/C=C2\Oc3c(ccc(O)c3CN3CCN(C)CC3)C2=O)cc1	4.5%	.	-4	0	20%	-1.9%	-0.1%	18%	0.4%	.
O=C(Cn1c2ccc(F)cc2c2nc3n(c(=O)c21)CCS3)NCC1CCCO1 (stereo unspecified)	.	-0.6%	.	.	4%	.	-0.1%	0%	2.2%	.
CN(C)c1ccc(/C=C/c2nc3ccccc3c(=O)n2CCO)cc1	.	-0.2%	.	.	15%	.	1.8%[50 µM]	?	12%	.
CCOC(=O)c1cnn2c(C(F)F)cc(C3CC3)nc12	-1.3%	0.3%	-11	5	3%	-14%	0.1%	3%	0.5%	i
Cc1ccc(Cl)cc1Nc1nc(N2CCOCC2)nc(N2CCOCC2)n1	.	0.0%	.	.	.	.	0.3%	-5%	7.3%	.
Cc1ccc(S(=O)(=O)N2CCN(c3nc4ccccc4nc3-n3nc(C)cc3C)CC2)cc1	-0.7%	0.1%	19	10	0%	-3.7%	0.2%	-3%	6.5%	i
CC(C)(C)c1ccc(Oc2ccc(NC(=O)c3ccco3)cn2)cc1	.	-0.1%	.	.	4%	.	-0.3%	-4%	19%	i
Cc1ccc2c(c1)c1c3n2CCN(CC#N)C3CCC1 (stereo unspecified)	.	-2.0%	.	.	9%	.	-1.2%	7%	-1.2%	.
O=C(/C=C/c1ccco1)N1CCN(S(=O)(=O)/C=C/c2ccccc2)CC1	-0.9%	0.1%	6	4	9%	-5.7%	-0.2%	-9%	0.9%	i
Cc1cc(-c2ccccc2)nc2cc(C(=O)OC(C)C)nn12	.	-0.1%	.	.	7%	.	1.1%	3%	-0.1%	.
CC(C)c1ccc(NC2CCCN(C(=O)c3ccc4nccnc4c3)C2)cc1 (stereo unspecified)	.	-0.9%	.	.	12%	.	0.4%	-5%	1.2%	.
O=C(O)COc1ccc2c(c1)CCCC2	0.1%	-0.2%	3	11	4%	1.6%	-0.5%	-5%	0.9%	i
COc1cc2c(cc1NC(=O)/C=C/c1ccccc1)oc1ccccc12	-1.3%	-0.9%	13	12	-2%	-4.7%	5.9%	-1%	?	i
Cc1cc2ccccc2nc1SCC(=O)Nc1nc(-c2ccccc2)cs1	-1.3%	2.4%	-5	-6	3%	-3.7%	0.6%	-1%	0.4%	i	NS5 inhibitors pilot replicate=-4.0
CCOc1ccccc1C1c2cc3c(cc2OC(C)(N2CCCC2)C1C)OCO3 (stereo unspecified)	.	.	.	.	13%	.	0.1%	3%	2.9%	.
COc1ccccc1N1CCN(CC(=O)NCC2CCCO2)CC1 (stereo unspecified)	-1.7%	0.2%	9	7	7%	-9.8%	1.0%	-3%	5.5%	i
Cc1nnc(Cl)c2nn(-c3ccccc3)c(C)c12	-1.9%	0.2%	15	9	12%	-2.2%	1.0%[50 µM]	-10%	0.5%	i
COCCNc1nc(-c2cc3ccccc3o2)cs1	-5.0%	-0.3%	-31	-12	17%	-4.8%	1.1%[50 µM]	2%	13%	i
Cc1ccc(S(=O)(=O)N2CCCCC2)cc1NC(=O)CSc1nncn1-c1ccccc1	0.4%	-0.9%	20	1	5%	-3.3%	-0.1%	-5%	-0.7%	i
CSc1ccccc1NC(=O)CSc1n[nH]c(C)c1[N+](=O)[O-]	-0.5%	0.0%	-1	12	7%	-10%	-0.2%	-10%	17%	i
CC(=O)Nc1ccc(NC(=O)c2ccc(CSc3ccccc3)o2)cc1	.	0.2%	-21	-9	11%	-5.6%	0.9%	-5%	17%	i
CC(C)c1cc(=O)oc2c3c4c(cc12)CCCN4CCC3	0.9%	1.4%	0	-1	4%	-8.1%	-0.1%	0%	13%	i
CSCC[C@H](NC(=O)[C@H]1CC[C@H](CNC(=O)[C@@H]2CCCN2)CC1)C(=O)O	.	-0.1%	.	.	3%	.	0.3%	-4%	0.3%	.
O=C(c1ccncc1)N1CCN(C2CCC(c3ccccc3)CC2)CC1 (stereo unspecified)	.	-0.5%	.	.	3%	.	3.5%	-6%	-1.4%	i
Cc1ccc(/C(N)=N/OC(=O)N2CCOCC2)cc1	1.7%	1.1%	49	-2	-7%	-0.9%	-0.8%	-5%	1.9%	i
COc1ccc(-c2cc3ccc(OCc4nn[nH]n4)cc3oc2=O)cc1OC	0.5%	0.6%	-10	3	9%	-7.4%	0.0%	-2%	1.4%	i
CCOC(=O)Cc1csc2nc(-c3ccccc3)nn12	.	0.1%	.	.	3%	.	0.3%	-3%	0.4%	i
CC(C)c1nc(SCC(=O)NCc2ccccc2)n[nH]1	-0.5%	0.1%	-18	11	7%	-1.0%	0.4%	.	0.3%	i
Cc1c(CC(=O)N2CCN(C(=O)C3COc4ccccc4O3)CC2)c(=O)oc2cc(O)cc(O)c12 (stereo unspecified)	.	0.0%	.	.	.	.	-0.1%	7%	3.6µM*	.
CCCCC(CC)CNC(=O)c1cc2ccccc2c(=O)o1 (stereo unspecified)	2.4%	0.3%	14	-4	-7%	-2.2%	0.1%	-10%	1.1%	i
CC(=O)N/N=C(\C)C1COc2ccccc2O1 (stereo unspecified)	.	0.0%	.	.	20%	.	-0.2%	-10%	8.7%	i
O=C(O)CNC(=O)C(Cc1ccccc1)NC(=O)OCc1ccccc1 (stereo unspecified)	-1.7%	0.2%	2	-20	9%	-2.5%	-1.2%	-1%	0.0%	i
CN(C)S(=O)(=O)c1cccc(COC(=O)CN2CCCCCC2=O)c1	.	-0.2%	.	.	9%	.	0.2%	-4%	3.2%	.
COC(=O)CCC(=O)Nc1c(C)n(C)n(-c2ccccc2)c1=O	1.1%	0.2%	8	-6	-2%	-4.1%	0.7%	-7%	0.7%	i
COc1ccc(NC(=O)CSc2ccc3nnc(-c4ccccn4)n3n2)cc1OC	.	-0.1%	.	.	7%	.	0.5%[50 µM]	3%	1.4%	.
Cc1nc(NS(=O)(=O)c2ccccc2)sc1NC(=O)Nc1ccc(Cl)cc1	.	0.3%	.	.	35%	.	2.4%	-18%	-2.8%	i
O=C(COc1ccccc1F)NNC(=O)c1cccc(-n2cccc2)c1	.	0.7%	.	.	5%	.	1.3%[50 µM]	-1%	3.1%	.
O=[N+]([O-])c1ccc(S(=O)(=O)NCC2COc3ccccc3O2)cc1 (stereo unspecified)	.	-0.1%	.	.	3%	.	-0.1%	0%	2.0%	.
O=c1oc2ccccc2c(Nc2cccc3cccnc23)c1[N+](=O)[O-]	-1.1%	1.3%	-30	-1	9%	-5.1%	-0.7%	-1%	-0.5%	i
CCOC(=O)c1ccc(NC(=O)CCC2COc3ccccc3O2)cc1 (stereo unspecified)	7.3%	0.1%	-18	7	20%	-0.6%	3.7%	1%	1.0%	i
O=C(NNc1ncccc1Cl)c1c(Cl)cccc1Cl	0.2%	1.0%	3	-5	3%	-5.7%	0.5%	-5%	0.0%	i
O=C(NNc1nc(-c2ccc(Cl)cc2)cs1)c1ccco1	-5.0%	-1.7%	13	26	9%	-8.8%	4.8%	-4%	12%	i
Cn1ncc2c(N3CCOCC3)ncnc21	0.2%	0.2%	-13	0	-3%	-9.1%	0.0%	-1%	-0.4%	i
COc1ccc2oc(C(=O)OCC(=O)N(Cc3ccccc3)C(C)C)c(C)c2c1	.	.	.	.	7%	.	0.6%[50 µM]	-12%	1.2%	.
Cc1ccccc1/C=N/Nc1nc2ccccc2c(=O)n1O	.	0.1%	.	.	12%	.	i	2%	.	i
Nn1c(Cc2cccc3ccccc23)nnc1SCCOc1ccc(Br)cc1	-5.7%	-1.4%	68*	58*	7%	-3.6%	-0.8%[50 µM]	-1%	?	i
COc1cc(NC(=O)c2csc3c2CCCC3)ncn1	-1.0%	-0.1%	2	7	5%	-6.4%	0.4%[50 µM]	1%	-0.2%	i
Cc1ccccc1N=Nc1c(O)n(C)c2ccccc12	.	-2.1%	.	.	6%	.	0.1%	-9%	7.3%	.
Cn1c(Sc2ccc([N+](=O)[O-])cc2C(F)(F)F)nnc1-c1ccccc1	0.2%	-0.5%	1	5	-3%	-2.1%	-0.1%	2%	1.6%	i
O=C(O)/C=C/C(=O)NCCc1ccc(Cl)cc1	.	-0.2%	.	.	12%	.	-0.7%	11%	0.5%	i

Hits appear at their usual frequency; any-hit rate near 2.2%.
